Compound activity (PubChem BioAssay)
TRHR enhancer = qHTS for Small Molecule Agonists and Allosteric Enhancers of Human TRH Receptor: Primary Screen for Enhancers | enhancement, % at 2 µM | AID 493056, 2011 | Thyrotropin-releasing hormone receptor (Homo sapiens), P34981 | TRHR cells, fluo-8 calcium fluorescence, EC20 TRH enhancement | 360,000 tested, 0.66% active; in the data active = enhancement above about 30%; note: 0% is about no effect
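TRHR-expressing cells loaded with fluo-8 calcium dye were read kinetically (ex 480/em 530) during compound addition, then stimulated with an EC20 of TRH (10 nM final). Enhancement of the Gq-mediated intracellular calcium response was scored.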
RXFP1 antag = qHTS Assay for Antagonists of the Relaxin Receptor RXFP1; Relaxin receptor 1 (Homo sapiens), Q9HBX9; HEK293-RXFP1, relaxin-stimulated cAMP HTRF, 30 min; active compounds read low; activity change, negative = inhibition, % at 57.5 µM; 350,000 tested, 0.59% active; AID 1259400, 2018;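 active = activity change of -60% or lower, but not beyond a set lower limit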; note: % is set by controls: 0 for no effect and ±100 for the full control effect
Target sequence (Q9HBX9 whole entry, looked up): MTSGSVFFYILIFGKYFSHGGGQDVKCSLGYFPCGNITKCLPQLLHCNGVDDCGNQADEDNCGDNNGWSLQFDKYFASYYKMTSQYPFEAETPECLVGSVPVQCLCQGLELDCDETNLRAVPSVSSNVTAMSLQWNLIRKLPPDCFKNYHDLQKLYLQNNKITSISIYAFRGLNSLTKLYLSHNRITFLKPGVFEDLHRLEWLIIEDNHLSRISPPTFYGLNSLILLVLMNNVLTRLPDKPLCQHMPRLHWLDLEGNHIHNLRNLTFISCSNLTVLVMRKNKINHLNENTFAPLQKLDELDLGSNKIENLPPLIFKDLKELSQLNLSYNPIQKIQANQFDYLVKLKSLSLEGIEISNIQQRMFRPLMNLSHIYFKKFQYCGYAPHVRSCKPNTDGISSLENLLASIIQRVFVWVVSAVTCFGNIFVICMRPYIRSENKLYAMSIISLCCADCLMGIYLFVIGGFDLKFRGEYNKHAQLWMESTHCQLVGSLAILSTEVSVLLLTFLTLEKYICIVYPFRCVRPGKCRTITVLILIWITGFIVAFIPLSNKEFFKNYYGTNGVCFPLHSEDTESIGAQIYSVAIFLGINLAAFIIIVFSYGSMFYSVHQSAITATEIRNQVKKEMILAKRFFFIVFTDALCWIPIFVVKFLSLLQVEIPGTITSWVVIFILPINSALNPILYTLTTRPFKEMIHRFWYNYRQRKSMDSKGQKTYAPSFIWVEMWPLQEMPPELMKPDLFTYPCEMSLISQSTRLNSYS
D1 PAM = Potentiators of Human D1 Dopamine Receptor: qHTS; D(1A) dopamine receptor (Homo sapiens), P21728; HEK293 TREx D1 cells, calcium flux, dopamine EC20 potentiation; potentiation, % at 10 µM; 360,000 tested, 0.036% active; in the data active = potentiation above about 30%; note: 0% is about no effect
D1 ag = Allosteric Agonists of the Human D1 Dopamine Receptor: qHTS. activation, % at 2 µM. AID 504660, 2011. HEK293 T-REx D1 cells, calcium flux, agonist mode. D(1A) dopamine receptor (Homo sapiens), P21728. 360,000 tested, 1% active; note: 0% is about no effect
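Inducible HEK293 T-REx D1 cells, force-coupled to calcium signalling, were plated at 4000 cells/well with tetracycline and held overnight at 30 C. After no-wash calcium dye loading, compound-evoked calcium rise over 180 s flagged agonists.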
D2 antagonist = HTS Assay for Allosteric Antagonists of the Human D2 Dopamine Receptor: Primary Screen for Antagonists | D(2) dopamine receptor (Homo sapiens), P14416 | HEK293 TREx D2 cells, calcium flux, dopamine EC80 | inhibition, % at 10 µM | 340,000 tested, 2% active | AID 485344, 2010; in the data active = inhibition above about 30%; note: 0% is about no effect
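Cells plated overnight at 30 C with tetracycline; no-wash calcium dye, 30–90 min RT; 10 s baseline; compound pinned; 180 s read; EC80 dopamine added; another 180 s read.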
D2 agonist = HTS Assay for Allosteric Agonists of the Human D2 Dopamine Receptor: Primary Screen for Agonists; D(2) dopamine receptor (Homo sapiens), P14416; HEK293 T-REx D2 cells, calcium flux agonist mode; activation, % at 2 µM; 340,000 tested, 0.53% active;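 active = activation over 3 SD above normal in the single-dose calcium agonist read, cut at about 30% in these data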; note: 0% is about no effect
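Agonism is scored from calcium flux in a force-coupled, inducible HEK293 cell line expressing D2, read kinetically for 180 s after compound addition against dopamine controls.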
D2 PAM = HTS Assay for Positive Allosteric Modulators of the Human D2 Dopamine Receptor: Primary Screen for Potentiators | HEK293 T-REx D2, calcium flux, EC20 dopamine potentiation | potentiation, % at 10 µM | 340,000 tested, 0.34% active | AID 485347, 2010;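 active = potentiation over 3 SD above the plate norm, cut at about 30% in these data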; note: 0% is about no effect
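Using a no-wash calcium dye in inducible, force-coupled HEK293 Trex cells expressing D2, we tracked fluorescence each second for 180 s after compound, then for 180 s after EC20 dopamine to detect augmented signalling.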
D1 antag = Antagonist of Human D 1 Dopamine Receptor: qHTS. D(1A) dopamine receptor (Homo sapiens), P21728. HEK293 TREx D1 cells, calcium flux, dopamine EC80; active compounds read low. activity change, negative = inhibition, % at 10 µM. 360,000 tested, 3.2% active; in the data active = activity change below about -30%; note: % is set by controls: 0 for no effect and ±100 for the full control effect
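Tetracycline-induced HEK293 Trex D1 cells, force-coupled to calcium, dye-loaded; compounds added and read 180 s, then EC80 dopamine added and calcium flux tracked kinetically another 180 s.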
TRHR ag = qHTS for Small Molecule Agonists and Allosteric Enhancers of Human TRH Receptor: Primary Screen for Agonists; TRHR cells, calcium flux fluo-8, FDSS agonist mode; 360,000 tested, 0.18% active; AID 493084, 2011; activation, % at 2 µM; Thyrotropin-releasing hormone receptor (Homo sapiens), P34981; note: 0% is about no effect
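TRHR-expressing cells, plated overnight in medium with 10% serum, were loaded with fluo-8 calcium dye at room temperature. After a 10 s baseline, library compound was pin-added and calcium release was recorded kinetically (ex 480/em 530) as agonist response.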
* hit, by the source's call; x = not tested or not shown; & = joins results of further samples. Cut-off read from the data, not from the text of the source, unless noted: active = activation above about 30%; inactive = the rest.

1: COc1cc(NC(=O)CN2C(=O)COc3ccc(S(=O)(=O)NC4CCCC4)cc32)cc(OC)c1
2: O=C(OCc1cc(=O)n2ccsc2n1)c1ccc(OC(F)F)cc1
3: CC(C)n1ncc2c(C(=O)NCC(=O)Nc3ccccc3Br)cc(C3CC3)nc21
4: Cc1ccc(N2CC(NC(=O)/C=C\c3ccc4c(c3)OCO4)CC2=O)cc1C (stereo not drawn)
5: c1nc(NCC2(N3CCOCC3)CCCCC2)c2ccsc2n1
6: CC(=O)c1sc(-c2ccc(F)cc2)cc1NS(=O)(=O)c1ccccc1
assay / compound	1	2	3	4	5	6
TRHR enhancer	11	-2	9	-2	-1	4
RXFP1 antag	-5	6	-88*	-15	7	x
D1 PAM	-2	0	-2	-1	-1	-4
D1 ag	9	2	4	2	4	3
D2 antagonist	x	-13	-16	x	-3	4
D2 agonist	-1.1	0.2	1.0	1.0	-1.9	-0.6
D2 PAM	-1	-3	-16	-9	38*	9
D1 antag	5	-25	10	x	-4	-41*
TRHR ag	-0.6	0.2	1.4	0.2	-1.8	-0.4

7: CCCCN(C)C(=O)CCCc1c[nH]c2ccccc12
8: Cc1ccc(-c2nc3cccnc3s2)cc1NS(=O)(=O)c1cccs1
9: CC1CCCCC1NS(=O)(=O)CCNC(=O)c1ccccc1 (stereo not drawn)
10: CCC(CC)C(=O)Nc1cc(C)c2c(=O)oc3ccccc3c2n1
11: Cc1nnc(NC(=O)Cn2nc(C)c3ccccc3c2=O)s1
12: COc1cccc(-c2nnc3sc(-c4ccccc4)nn23)c1
assay / compound	7	8	9	10	11	12
TRHR enhancer	4	5	14	5	10	-3
RXFP1 antag	4	-2	7	x	1	-6
D1 PAM	2	-2	1	-3	5	5
D1 ag	1	7	4	2	0	3
D2 antagonist	10	-4	-16	-3	3	-9
D2 agonist	0.5	0.2	-0.5	0.0	-0.1	-0.2
D2 PAM	-6	10	-19	7	12	-6
D1 antag	-2	-8	-15	-5	-8	4
TRHR ag	-0.2	-0.5	-0.2	-0.3	1.0	-1.5

13: Cc1nccn1CC(=O)c1ccc(O)c(O)c1
14: CN(C)c1ccc(CNC(=O)CCCN2C(=O)c3cccnc3Oc3ccc(Cl)cc32)cc1
15: COCCCNC(=O)C1C2C=CC3(CN(Cc4ccc(C)cc4)C(=O)C13)O2 (stereo not drawn)
16: O=C(Cc1ccccc1)n1nc(-c2ccccc2)nc1NCc1ccco1
17: COc1ccc2c(=O)c(C(=O)NCCc3ccc(OC)c(OC)c3)c[nH]c2c1
18: C[N+](C)(C)C[C@H](O)CC(=O)[O-]
assay / compound	13	14	15	16	17	18
TRHR enhancer	-2	7	-3	-6	9	29
RXFP1 antag	x	-19	3	x	-1	x
D1 PAM	-1	5	-6	5	0	-3
D1 ag	-1	2	1	2	5	2
D2 antagonist	-8	x	39*	6	14	7
D2 agonist	1.6	-1.6	0.2	-2.3	-0.2	0.6
D2 PAM	4	x	15	6	5	7
D1 antag	x	-16	9	-5	-29	-10
TRHR ag	0.3	-0.7	-0.5	-0.3	-0.3	0.2

The final two compounds of the section above lead into the next.
17: COc1ccc2c(=O)c(C(=O)NCCc3ccc(OC)c(OC)c3)c[nH]c2c1
18: C[N+](C)(C)C[C@H](O)CC(=O)[O-]
19: COCc1ccc(C(=O)N2CCc3c([nH]c4ccccc34)C2c2ccccn2)s1 (stereo not drawn)
20: C[C@@H](NC(=O)[C@@H]1Cc2ccccc2CN1)C(=O)NCC1CCCO1 (stereo partly drawn)
21: Cc1cc(Nc2ccccc2)nc(N2CCOCC2)n1
22: COc1cc(/C=N/NC(=O)CNC(=O)c2cccs2)ccc1O
23: CCN=C(NCC)SC1CC(=O)N(c2ccc(OCC)cc2)C1=O (stereo not drawn)
24: CC1CCC(N2CCN(S(=O)(=O)Cc3ccccc3)CC2)CC1 (stereo not drawn)
assay / compound	17	18	19	20	21	22	23	24
TRHR enhancer	9	29	-8	-1	0	5	2	4
RXFP1 antag	-1	x	-35	-10	-7	6	x	-6
D1 PAM	0	-3	-6	3	5	-8	-1	3
D1 ag	5	2	0	4	-1	2	2	5
D2 antagonist	14	7	6	3	-2	-3	-7	-10
D2 agonist	-0.2	0.6	-0.6	-0.9	-0.2	-1.6	0.6	-0.9
D2 PAM	5	7	-6	-4	-3	5	9	8
D1 antag	-29	-10	-34*	-5	-4	4	0	6
TRHR ag	-0.3	0.2	-0.2	0.5	-0.5	0.0	-0.2	0.0

25: Cc1cc(S(=O)(=O)NCCc2ccccc2)c(C)s1
26: Cc1ccc(NC(=O)CSC(C)C(=O)OC(C)C(=O)NC2CCCCC2C)cc1 (stereo not drawn)
27: Cc1nn(CC(=O)N2N=C(C(F)F)CC2(O)C(F)F)c(C)c1[N+](=O)[O-] (stereo not drawn)
28: Cc1nc(C)c(/C(O)=C/c2nc3ccc([N+](=O)[O-])cc3oc2=O)o1
29: CCCS(=O)(=O)c1nc(S(=O)(=O)c2ccc(C)cc2)c(NCc2ccccc2Cl)s1
30: CCCCCCc1nnc(NC(=O)OCC)s1
assay / compound	25	26	27	28	29	30
TRHR enhancer	8	9	10	-8	-2	2
RXFP1 antag	-3	0	11	x	11	2
D1 PAM	-7	2	-5	-9	-2	2
D1 ag	7	1	4	4	7	4
D2 antagonist	-6	-8	9	4	x	x
D2 agonist	-0.6	-0.4	-0.2	-1.5	-0.2	x
D2 PAM	-1	4	12	-1	-1	x
D1 antag	5	-1	-6	-7	-4	7
TRHR ag	-0.8	-1.4	0.4	-0.6	1.4	0.3

31: Cc1ccc(NC(=O)COC(=O)CCc2nc3ccccc3c(=O)[nH]2)cc1Cl
32: O=C(NC(=S)Nc1ncccn1)c1ccc(F)cc1
33: CCOc1ccc(-n2ccnc(SCC(=O)NCc3cccc(OC)c3)c2=O)cc1
34: Cc1ccc2c(=O)cc(C(=O)Nc3ccc(S(=O)(=O)Nc4onc(C)c4C)cc3)oc2c1C
35: COc1ccc(S(=O)(=O)N2CCCCC2)cc1C(=O)Nc1cccc(C(F)(F)F)c1
36: O=C(Nc1ccc(C(=O)O)cc1)/C(=C\c1cccc([N+](=O)[O-])c1)NC(=O)c1ccc(Br)o1
assay / compound	31	32	33	34	35	36
TRHR enhancer	1	8	9	0	0	6
RXFP1 antag	-22	-9	-17	8	3	14
D1 PAM	-7	-4	4	0	-2	-5
D1 ag	1	-2	2	1	2	3
D2 antagonist	x	10	-8	x	x	x
D2 agonist	x	0.3	-0.4	-0.8	x	x
D2 PAM	x	15	26	1	5	x
D1 antag	-17	6	13	-14	4	20
TRHR ag	-0.3	-0.6	-0.7	-0.4	1.0	2.4

37: CCOC(=O)c1cnc2c(ccc3ccccc32)c1Nc1ccccc1OC
38: CC(C)(C)c1ccccc1NC(=O)Cn1cnc2cc([N+](=O)[O-])ccc2c1=O
39: COc1cc(C(O)c2nc3ccccc3n2C(C)C)cc(OC)c1OC (stereo not drawn)
40: CC(C)c1ccc(OCC(=O)Nc2cccc(C(=O)Nc3ccccc3C(=O)O)c2)cc1
41: COc1ccccc1N1CCN(C2CCCN(C(=O)CCC(=O)N(C)C)C2)CC1 (stereo not drawn)
42: CC(C)c1ccccc1NC(=O)C1CCCN(C(=O)c2ccc(Cl)cc2)C1 (stereo not drawn)
assay / compound	37	38	39	40	41	42
TRHR enhancer	-1	1	7	-2	-1	-7
RXFP1 antag	-3	0	4	-66*	-8	-20
D1 PAM	-1	-3	5	-3	-4	4
D1 ag	-2	0	0	2	2	3
D2 antagonist	x	-2	-3	4	-1	0
D2 agonist	x	-4.0	-1.6	0.3	0.1	-0.1
D2 PAM	-9	1	9	-7	1	3
D1 antag	-6	-1	-13	-4	-15	4
TRHR ag	0.0	0.2	-1.4	-0.6	-0.2	-1.0

43: CC1=CN2C(=N)/C(=C\c3cn(CCCOc4ccccc4)c4ccccc34)C(=O)N=C2S1
44: CCOc1ccc(CNC(=O)CN2C(=O)CSc3ccc(S(=O)(=O)N4CCOCC4)cc32)cc1OC
45: Nc1nc(CN2CCN(Cc3ccccc3)CC2)nc(N2CCCc3ccccc32)n1
46: Cc1c(C)n(CCO)c2ncnc(Nc3ccc(F)cc3)c12
47: Cc1ccc(C(=O)CCC(=O)N2CCC(C(N)=O)CC2)cc1
48: COc1ccc(Br)c(C(=O)N2CCN(S(=O)(=O)/C=C/c3ccccc3)CC2)c1
assay / compound	43	44	45	46	47	48
TRHR enhancer	-6	-3&2	13	-1	3	-6
RXFP1 antag	2	-1&-5	-2	-1	4	-13
D1 PAM	-5	-1&-1	-6	0	1	-7
D1 ag	31*	2&-4	0	3	3	1
D2 antagonist	-9	1	63*	17	3	x
D2 agonist	4.6	0.6	0.0	-0.4	2.3	x
D2 PAM	-9	1&11	-23	0	1	x
D1 antag	-21	-5&-15	-17	1	12	8
TRHR ag	6.2	0.0&-0.4	0.0	0.6	-0.4	-0.1

49: COc1ccc(C)cc1S(=O)(=O)N(CC(=O)N1CCOCC1)c1cc(C)cc(C)c1
50: CC1CCCC(N2C(=O)NC(NC(=O)c3ccco3)(C(F)(F)F)C2=O)C1C (stereo not drawn)
51: CC(C)CC(=O)NC(=S)Nc1ccc(N2CCCC2)c(Cl)c1
52: CCc1ccc(-c2nc(CSCC(=O)N3CCN(c4ccc(F)cc4)CC3)c(C)o2)cc1
assay / compound	49	50	51	52
TRHR enhancer	-1	17	4	6
RXFP1 antag	-4	-4	-8	-16
D1 PAM	-3	-5	2	-3
D1 ag	2	0	2	6
D2 antagonist	-1	-25	-13	x
D2 agonist	-0.5	1.5	-1.0	0.0
D2 PAM	4	14	-12	2
D1 antag	5	23	15	-1
TRHR ag	0.5	1.8	-0.3	0.8

Structures above that contain a Cl atom, in the order listed:
14: CN(C)c1ccc(CNC(=O)CCCN2C(=O)c3cccnc3Oc3ccc(Cl)cc32)cc1
29: CCCS(=O)(=O)c1nc(S(=O)(=O)c2ccc(C)cc2)c(NCc2ccccc2Cl)s1
31: Cc1ccc(NC(=O)COC(=O)CCc2nc3ccccc3c(=O)[nH]2)cc1Cl
42: CC(C)c1ccccc1NC(=O)C1CCCN(C(=O)c2ccc(Cl)cc2)C1 (stereo not drawn)
51: CC(C)CC(=O)NC(=S)Nc1ccc(N2CCCC2)c(Cl)c1
assay / compound	14	29	31	42	51
TRHR enhancer	7	-2	1	-7	4
RXFP1 antag	-19	11	-22	-20	-8
D1 PAM	5	-2	-7	4	2
D1 ag	2	7	1	3	2
D2 antagonist	x	x	x	0	-13
D2 agonist	-1.6	-0.2	x	-0.1	-1.0
D2 PAM	x	-1	x	3	-12
D1 antag	-16	-4	-17	4	15
TRHR ag	-0.7	1.4	-0.3	-1.0	-0.3
